From PubChem BioAssay
IDH1 R132H inh: inhibitors of IDH1 R132H reductase, primary screen, biochemical, plate reader, single point | diaphorase/resazurin fluorescence, 60 min | inhibition, % at 10 µM | hit rate 0.18% among 70,000 | AID 624101, 2012; in the data active = inhibition above about 34%;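 also: 0% = DMSO and 100% = no enzyme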
EZH2 inh: EZH2/PRC2 methyltransferase inhibitors, primary screen, biochemical, DELFIA time-resolved fluorescence, single point | Histone-lysine N-methyltransferase EZH2 (Homo sapiens), Q15910 | PRC2 H3K27 methylation, DELFIA TRF, 1 h | inhibition, % at 12.5 µM | hit rate 0.35% among 57,000;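 active = mean inhibition of replicates at least 50% and every single replicate also reaching 50%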;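 also: dimethyl H3K27 on biotinylated H3 21-44 peptide detected by antibody; plate controls were median neutral control wells for no effect and median positive control wells for full effect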
Target sequence (Q15910 whole entry, looked up): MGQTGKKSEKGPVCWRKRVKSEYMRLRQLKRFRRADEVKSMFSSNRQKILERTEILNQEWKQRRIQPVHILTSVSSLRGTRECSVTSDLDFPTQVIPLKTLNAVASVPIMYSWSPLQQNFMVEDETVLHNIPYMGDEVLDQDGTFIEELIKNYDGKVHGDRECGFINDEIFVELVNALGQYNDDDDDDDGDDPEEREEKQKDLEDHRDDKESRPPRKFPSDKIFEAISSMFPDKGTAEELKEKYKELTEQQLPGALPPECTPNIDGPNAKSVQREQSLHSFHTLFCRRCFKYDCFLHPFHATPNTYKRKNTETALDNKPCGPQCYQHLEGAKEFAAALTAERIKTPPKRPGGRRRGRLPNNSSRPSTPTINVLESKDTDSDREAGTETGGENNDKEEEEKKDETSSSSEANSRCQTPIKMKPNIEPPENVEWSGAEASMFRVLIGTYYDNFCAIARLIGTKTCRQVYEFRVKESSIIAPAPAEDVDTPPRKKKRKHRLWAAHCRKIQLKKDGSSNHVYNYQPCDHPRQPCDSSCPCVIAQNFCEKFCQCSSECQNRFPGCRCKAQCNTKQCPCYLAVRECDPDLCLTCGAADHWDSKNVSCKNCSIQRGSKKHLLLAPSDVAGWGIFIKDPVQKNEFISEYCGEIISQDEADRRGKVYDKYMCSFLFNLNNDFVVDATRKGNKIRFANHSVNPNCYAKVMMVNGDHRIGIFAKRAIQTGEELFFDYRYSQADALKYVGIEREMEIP
Numbers without * were called inactive; . = no result given. An excerpt. The share of hits here may be higher or lower than overall.

SMILES	IDH1 R132H inh	EZH2 inh
C[C@@H]1CN([C@@H](C)CO)C(=O)CCCn2cc(nn2)CO[C@@H]1CN(C)Cc1ccc(Cl)c(Cl)c1	0.1	2
O=C(O)CN(c1cccc(Br)c1)S(=O)(=O)c1ccccc1	0.3	-18
COc1cccc(CNCCSc2nnnn2C)c1	-0.8	-5
C[C@H](CO)N1C[C@H](C)[C@H](CN(C)Cc2ccc(C(=O)O)cc2)Oc2ccc(NC(=O)Nc3ccccc3)cc2C1=O	2.8	-5
O=C(NCC[C@@H]1CC[C@@H](NS(=O)(=O)c2ccccc2)[C@H](CO)O1)c1cc(Cl)cc(Cl)c1	-0.5	12
CC(C)NC(=O)Nc1ccc2c(c1)C(=O)N([C@H](C)CO)C[C@H](C)[C@@H](CN(C)C(=O)C1CCCCC1)OCCCC[C@H](C)O2	0.9	9
C[C@@H]1CCCCO[C@H](CN(C)S(=O)(=O)c2cccs2)[C@H](C)CN([C@H](C)CO)C(=O)c2cc(N(C)C)ccc2O1	-0.6	6
COc1cc(NC(=O)CSc2nnc(-c3ccncc3)o2)cc(OC)c1OC	0.3	3
COc1ccc(CNC(=O)C[C@H]2C[C@H]3c4cc(NS(C)(=O)=O)ccc4O[C@H]3[C@@H](CO)O2)cc1	-0.1	-7
CO[C@H]1CN(C)C(=O)c2cc(NC(=O)c3ccc(F)cc3)ccc2OC[C@H](C)N(C)C[C@H]1C	-0.1	5
COc1ccc(CN(C)C[C@H]2OCCCC[C@@H](C)Oc3ccc(N(C)C)cc3C(=O)N([C@@H](C)CO)C[C@H]2C)cc1	-7.8	2
CCS(=O)(=O)N[C@H]1C=C[C@@H](CC(=O)NCc2ccc(F)cc2)O[C@H]1CO	-0.1	4
CCO[C@@H]1OC(C(=O)N2CCN(Cc3ccccc3)CC2)=C[C@H](C2CCCCC2)[C@H]1CCCO	.	4
C[C@@H]1CN([C@H](C)CO)C(=O)Cc2cc(N(C)C)ccc2O[C@H]1CN(C)Cc1ccc(Oc2ccccc2)cc1	0.2	-8
CO[C@H]1CN(C)C(=O)c2cc(NC(=O)c3ccc(F)cc3)ccc2OC[C@H](C)N(C(C)=O)C[C@H]1C	0.2	-4
COc1ccccc1-c1nnc(SCC(=O)c2ccc(Cl)cc2)n1-c1ccccc1	0.0	14
C[C@H]1CN([C@@H](C)CO)C(=O)c2cccc(NC(=O)NC3CCCCC3)c2O[C@H]1CN(C)Cc1ccc(Oc2ccccc2)cc1	-1.1	.
O=C(COc1cccc(C(F)(F)F)c1)NCc1cccnc1	2.9	-9
C[C@H](CO)N1C[C@H](C)[C@@H](CN(C)C)OCCCC[C@H](C)Oc2ccc(NC(=O)c3ccccc3)cc2C1=O	0.3	-9
COc1ccc(C(=O)Nc2ccc3c(c2)C(=O)N(C)C[C@H](OC)[C@H](C)CN(C(C)=O)[C@@H](C)CO3)cc1	0.1	5
C[C@H]1CCCCO[C@H](CN(C)S(=O)(=O)c2ccc(Cl)cc2)[C@@H](C)CN([C@@H](C)CO)C(=O)c2cc(NC(=O)Nc3ccc(F)cc3)ccc2O1	2.3	.
CNC(=O)C1=C[C@@H](c2ccc(OC)cc2)C[C@@H](OCCCCO)O1	0.5	-7
C[C@@H]1CN([C@@H](C)CO)C(=O)c2ccccc2-c2ccccc2CO[C@H]1CN(C)C(=O)C1CC1	5.6	-1
COc1ccc(O)c(C=NCC(C)N=Cc2cc(OC)ccc2O)c1 (centres undefined)	-1.2	1

Quoted from the listing:
In IDH1 R132H inh, C[C@H]1CN([C@@H](C)CO)C(=O)c2cccc(NC(=O)NC3CCCCC3)c2O[C@H]1CN(C)Cc1ccc(Oc2ccccc2)cc1 is entered as -1.1
In EZH2 inh, COc1ccc(C(=O)Nc2ccc3c(c2)C(=O)N(C)C[C@H](OC)[C@H](C)CN(C(C)=O)[C@@H](C)CO3)cc1 is entered as 5
In IDH1 R132H inh, O=C(NCC[C@@H]1CC[C@@H](NS(=O)(=O)c2ccccc2)[C@H](CO)O1)c1cc(Cl)cc(Cl)c1 is entered as -0.5
In IDH1 R132H inh, COc1ccccc1-c1nnc(SCC(=O)c2ccc(Cl)cc2)n1-c1ccccc1 is entered as 0.0

New compounds follow.
SMILES	IDH1 R132H inh	EZH2 inh
CCC(=O)N[C@@H]1CC[C@H](CC(=O)NCc2ccc(OC)cc2)O[C@H]1CO	-0.3	4
Cc1ccc(S(=O)(=O)NC2(C(=O)O)CCCCC2)cc1	0.4	.
COC(=O)C(Cc1ccccc1)NC(=O)c1ccccc1 (centres undefined)	0.4	.
C[C@H]1CN([C@@H](C)CO)C(=O)c2cc(NC(=O)Cc3cn(C)c4ccccc34)ccc2O[C@@H]1CN(C)Cc1ccc(-c2ccccc2)cc1	-1.0	.
C[C@H](CO)N1C[C@H](C)[C@H](CN(C)Cc2ccc(C(F)(F)F)cc2)Oc2ccc(NC(=O)CCCCCC(=O)Nc3ccccc3N)cc2C1=O	0.2	-8
CNC[C@@H]1OCCCC[C@@H](C)Oc2ccc(NS(=O)(=O)c3ccccc3)cc2C(=O)N([C@@H](C)CO)C[C@H]1C	4.2	19
CCC(=O)N[C@@H]1CC[C@@H](CCNC(=O)Nc2ccc(C(F)(F)F)cc2)O[C@H]1CO	-0.2	11
C[C@@H]1CN([C@@H](C)CO)S(=O)(=O)c2ccc(-c3cncnc3)cc2O[C@@H]1CN(C)C(=O)NC1CCCC1	5.4	-1
CC(=O)N(C)C[C@@H]1Oc2cc(-c3ccccc3F)ccc2S(=O)(=O)N([C@H](C)CO)C[C@H]1C	-0.7	-24
COCC(=O)Nc1ccc2c(c1)[C@H]1C[C@@H](CC(=O)OC)O[C@@H](CO)[C@H]1O2	0.1	9
Cc1ccc(S(=O)(=O)Nc2ccc3c(c2)C(=O)N([C@@H](C)CO)C[C@H](C)[C@H](CN(C)S(=O)(=O)c2cn(C)cn2)OCCCC[C@@H](C)O3)cc1	-0.8	.
C[C@@H]1CN([C@@H](C)CO)C(=O)c2cc(C#C[C@@H](C)O)cnc2O[C@H]1CN(C)C(=O)c1ccncc1	0.3	-13
C[C@@H]1CN([C@H](C)CO)S(=O)(=O)c2ccc(C#Cc3ccccc3F)cc2O[C@@H]1CN(C)C(=O)Cc1cccnc1	0.0	.
CCc1ccccc1NC(=O)CSc1nc2cc(C(F)(F)F)ccc2s1	0.1	4
Cc1ccc(S(=O)(=O)Nc2ccc3c(c2)C(=O)N([C@@H](C)CO)C[C@H](C)[C@@H](CN(C)S(=O)(=O)c2cn(C)cn2)OCCCC[C@H](C)O3)cc1	-11	.
O=C(C[C@H]1C[C@H]2c3cc(NC(=O)c4ccc5c(c4)OCO5)ccc3O[C@H]2[C@H](CO)O1)NCCN1CCCCC1	-0.4	1
COc1ccccc1N(CC(=O)Nc1ccc(F)c(F)c1)S(C)(=O)=O	-0.5	-14
O=C(C[C@@H]1C[C@@H]2c3cc(NC(=O)Cc4ccncc4)ccc3O[C@@H]2[C@@H](CO)O1)NCc1ccccc1	-0.5	1
Cc1ccc(S(=O)(=O)Nc2ccc3c(c2)CC(=O)N([C@H](C)CO)C[C@@H](C)[C@H](CN(C)C)O3)cc1	0.3	18
C[C@H](CO)N1C[C@H](C)[C@@H](CN(C)S(=O)(=O)c2cn(C)cn2)Oc2ccc(NC(=O)C3CCCCC3)cc2CC1=O	0.1	.
C/C=C/c1ccc2c(c1)O[C@@H](CN(C)Cc1ccccc1F)[C@@H](C)CN([C@@H](C)CO)S2(=O)=O	-2.1	-4
C[C@H](CO)N1C[C@H](C)[C@H](CN(C)C)OCCCC[C@H](C)Oc2ccc(NC(=O)Cc3ccccc3)cc2C1=O	-0.3	-13
CC(C)CC#Cc1ccc2c(c1)O[C@@H](CN(C)Cc1cncnc1)[C@H](C)CN([C@H](C)CO)S2(=O)=O	0.0	0
CN1CCN(C(=O)CCc2nc(-c3ccc(Cl)cc3)no2)CC1	0.1	-4
COc1cccc(C(=O)Nc2ccc3c(c2)C(=O)N(C)C[C@@H](OC)[C@@H](C)CN(CCc2ccccc2)[C@@H](C)CO3)c1	-0.2	-7
O=C(CN1CCOCC1)NCC[C@H]1CC[C@H](NC(=O)Nc2ccc(Cl)cc2)[C@H](CO)O1	-0.2	1
CCCC#Cc1cnc2c(c1)C(=O)N([C@H](C)CO)C[C@H](C)[C@@H](CN(C)Cc1ccc(F)cc1)O2	-0.9	-11
Cc1noc(C)c1S(=O)(=O)Nc1ccc2c(c1)C(=O)N([C@@H](C)CO)C[C@@H](C)[C@@H](CN(C)Cc1ccc(C(F)(F)F)cc1)O2	.	-4
C[C@@H]1CN([C@H](C)CO)C(=O)c2cc(NS(=O)(=O)c3ccccc3)ccc2O[C@H]1CN(C)Cc1ccc(C(=O)Nc2ccccc2N)cc1	.	22
CCOc1ccc(NC(=O)CSc2nccc(C)n2)cc1	0.2	1
C[C@H]1CN([C@@H](C)CO)C(=O)c2cc(NC(=O)C3CCCCC3)ccc2O[C@H]1CN(C)C(=O)Nc1ccccc1	-0.5	9
C[C@@H]1CN([C@@H](C)CO)C(=O)c2cc(NS(=O)(=O)c3ccc(Cl)cc3)ccc2O[C@H]1CN(C)Cc1ccc(C(F)(F)F)cc1	0.9	.
Cc1noc(C)c1NC(=O)N[C@H]1C=C[C@H](CC(=O)N2CCN(C)CC2)O[C@@H]1CO	0.3	1
C[C@H](CO)N1C[C@H](C)[C@H](CN(C)S(=O)(=O)c2ccc(Cl)cc2)OCc2ccccc2-c2ccccc2C1=O	-1.0	-12
C/C=C/c1ccc2c(c1)O[C@H](CN(C)C(=O)Cc1ccncc1)[C@H](C)CN([C@H](C)CO)S2(=O)=O	-1.5	-12
C[C@@H]1CN([C@@H](C)CO)C(=O)c2cc(N(C)C)ccc2O[C@H]1CN(C)C(=O)Nc1ccc2c(c1)OCO2	-0.3	4
CC(C)=CCC/C(C)=C/CC/C(C)=C/CSc1ncn[nH]1	0.6	23
C[C@H](NC(=O)C[C@H]1C=C[C@@H](NC(=O)C2CCC2)[C@H](CO)O1)c1ccccc1	2.9	9
Cc1cc(N2CC(C)CC(C)C2)nc2ccc(NC(=O)CCC(=O)Nc3ccc(F)cc3Cl)cc12 (centres undefined)	-0.9	-12
C[C@@H]1CN([C@@H](C)CO)C(=O)c2cc(NC(=O)C3CCCCC3)ccc2O[C@@H](C)CCCCO[C@@H]1CN(C)C	2.9	3
CC(C)NC(=O)N(C)C[C@@H]1OCCCC[C@@H](C)Oc2ccc(NC(=O)CCC(F)(F)F)cc2C(=O)N([C@H](C)CO)C[C@H]1C	1.4	-15
CN(C)C(=O)C[C@H]1C=C[C@H](NC(=O)C2CCC2)[C@H](CO)O1	-0.6	6
CC(C)NC(=O)Nc1ccc2c(c1)C(=O)N([C@H](C)CO)C[C@H](C)[C@H](CN(C)S(=O)(=O)c1ccc(Cl)cc1)O2	6.2	5
COc1ccc(S(=O)(=O)N[C@H]2CC[C@H](CCn3cc(-c4cccc(F)c4)nn3)O[C@H]2CO)cc1	0.0	6
COc1cc(C2c3cc(O[C@@H]4O[C@H](CO)[C@@H](O)[C@H](O)[C@H]4O)c(OC)cc3CC(CO)C2CO)ccc1O (some centres undefined)	-0.2	.
C[C@@H]1CN([C@H](C)CO)C(=O)c2cccc(NS(=O)(=O)c3ccc(F)cc3)c2O[C@@H]1CN(C)C(=O)Nc1ccc2c(c1)OCO2	-8.3	.
C[C@@H]1CCCCO[C@H](CN(C)Cc2ccc(C(=O)O)cc2)[C@@H](C)CN([C@H](C)CO)C(=O)c2cc(NS(C)(=O)=O)ccc2O1	-11	.
C[C@@H]1CN([C@@H](C)CO)C(=O)c2cc(NC(=O)CCN3CCOCC3)ccc2O[C@@H]1CN(C)Cc1ccncc1	0.3	6

One compound at a time, from the list above. Order of values: IDH1 R132H inh, EZH2 inh
COc1ccc(S(=O)(=O)N[C@H]2CC[C@H](CCn3cc(-c4cccc(F)c4)nn3)O[C@H]2CO)cc1 across the screens: 0.0, 6
CN(C)C(=O)C[C@H]1C=C[C@H](NC(=O)C2CCC2)[C@H](CO)O1 across the screens: -0.6, 6

Back to the main list, starting three compounds before the break.
SMILES	IDH1 R132H inh	EZH2 inh
C[C@@H]1CN([C@H](C)CO)C(=O)c2cccc(NS(=O)(=O)c3ccc(F)cc3)c2O[C@@H]1CN(C)C(=O)Nc1ccc2c(c1)OCO2	-8.3	.
C[C@@H]1CCCCO[C@H](CN(C)Cc2ccc(C(=O)O)cc2)[C@@H](C)CN([C@H](C)CO)C(=O)c2cc(NS(C)(=O)=O)ccc2O1	-11	.
C[C@@H]1CN([C@@H](C)CO)C(=O)c2cc(NC(=O)CCN3CCOCC3)ccc2O[C@@H]1CN(C)Cc1ccncc1	0.3	6
Cc1nnc(SCC(=O)Nc2cccc(C(F)(F)F)c2)s1	-0.4	12
C[C@H](CO)N1C[C@H](C)[C@H](CN(C)C(=O)Nc2ccccc2)OCCCC[C@H](C)Oc2ccc(NS(C)(=O)=O)cc2C1=O	1.6	.
CSc1cccc(NC(=O)CSc2ncn(-c3ccccc3)n2)c1	0.1	19
CC(C)C#Cc1ccc2c(c1)O[C@H](CN(C)S(=O)(=O)c1cn(C)cn1)[C@H](C)CN([C@@H](C)CO)S2(=O)=O	-1.4	-1
C/C=C/c1cnc2c(c1)C(=O)N([C@H](C)CO)C[C@@H](C)[C@@H](CN(C)C(=O)NC1CCCCC1)O2	-3.5	4
C[C@@H]1CN([C@@H](C)CO)C(=O)c2cc(C#C[C@@H](C)O)cnc2O[C@H]1CN(C)C(=O)Cc1ccccn1	.	8
COc1ccc(NC(=O)N(C)C[C@@H]2Oc3ccc(NC(=O)NC4CCCCC4)cc3CC(=O)N([C@H](C)CO)C[C@H]2C)cc1	0.2	1
Cc1ccc(Cl)cc1NC(=O)C(C)n1nc(C)c([N+](=O)[O-])c1C (centres undefined)	-0.1	4
C[C@@H]1CN([C@H](C)CO)C(=O)Cc2cc(NC(=O)CCC(F)(F)F)ccc2O[C@@H]1CN(C)Cc1ccc(C(F)(F)F)cc1	0.5	.
COC(=O)c1c(NC(=S)NCCn2cc(Br)cn2)sc2c1CCC2	0.1	14
